proCasp3 act = activators of human procaspase-3 D3A mutant, primary screen, biochemical, absorbance, PC-3 D3A mutant, single concentration; 0.11% of 330,000 active; Caspase-3 (Homo sapiens), P42574; recombinant procaspase-3 D3A, Ac-DEVD-pNA absorbance 405 nm; activation, % at 8.5 µM;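 active means activation above the mean of all tested compounds plus 3 SD, cut at about 21% in these data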;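 further: 0% = DMSO alone and 100% = DMSO wells spiked with extra 5 µM PC-3 D3A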
Target sequence (P42574 whole entry D9A/D28A/D175A): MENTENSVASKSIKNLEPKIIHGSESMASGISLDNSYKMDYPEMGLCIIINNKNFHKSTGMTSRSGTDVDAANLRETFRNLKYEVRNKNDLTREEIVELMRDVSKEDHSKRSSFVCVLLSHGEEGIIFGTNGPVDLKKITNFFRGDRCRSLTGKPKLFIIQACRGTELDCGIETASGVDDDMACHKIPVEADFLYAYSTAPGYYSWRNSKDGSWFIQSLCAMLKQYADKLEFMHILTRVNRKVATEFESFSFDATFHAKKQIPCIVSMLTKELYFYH
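material = Procaspase-3 D3A mutant | probe or stimulus = Ac-DEVD-pNA | compound = single dose, 8.5 µM nominal compound, 0.8% DMSO | timing = 1 h preincubation, 2 h reaction | measured by = 405 nm absorbance of p-nitroaniline, reads at 0 and 120 min | benchmarks = DMSO-only low control, 5 µM PC-3 D3A high control | repeats = singlicate, each compound tested once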
GASC-1 inh = inhibitors of GASC-1 histone demethylase, primary screen, biochemical, fluorescence, DELFIA europium; 0.069% of 330,000 active; GST-JMJD2C(1-420) H3K9me3 demethylation; AID 2099, 2009; inhibition, % at 2.35 µM;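 active means more than half of a compound's replicate wells show inhibition beyond 50%, single wells judged on their own value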;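 further: signal counts dimethyl H3K9 product captured on neutravidin plate; 0% = median of DMSO wells and 100% = 0.3 times that DMSO median; strong numbers were not always called active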
Efflux pump inh = inhibitors of Candida efflux pumps in yeast, primary screen, S. cerevisiae, Nile Red, multiplex; S. cerevisiae Candida pump triplex; inhibition, % at 10 µM; 0.44% of 330,000 active;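 active means plate passing quality check with inhibition over a set limit, or well fluorescence over plate mean plus 4 SD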;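 further: Nile Red retained in pooled yeast measured as flow cytometry median fluorescence; 0% = buffer negative control and 100% = Enniatin B positive control; higher means more Nile Red kept so more efflux inhibition; some compounds called inactive have numbers as strong as hits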
TPT1 inh = Candida albicans TPT1 enzyme inhibitors, primary screen, biochemical, fluorescence polarization | tRNA 2'-phosphotransferase TPT1 (Candida albicans SC5314) | 0.81% of 300,000 active | recombinant caTPT1, FP RNA substrate dephosphorylation | inhibition, % at 5 µM;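 active means inhibition above the mean of all tested compounds plus 3 SD, set per screening campaign, cut at about 24% in these data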;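 further: plate controls were DMSO alone for no effect and ferristatin control at 100 nM for full effect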
CTSL1 counter = Fasciola hepatica cathepsin L1 inhibitors, primary screen, counter-screen for PFM18AAP inhibitor project, biochemical, QFRET, fluorogenic peptide substrate | AID 1906, 2009 | recombinant F. hepatica cathepsin L1, Z-Leu-Arg-MCA fluorescence | inhibition, % at 5.96 µM | 0.49% of 300,000 active;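 active means inhibition above the mean of all tested compounds plus 3 SD, set per screening campaign, cut at about 17% in these data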;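 further: 0% = plate median of test compound wells and 100% = 1 µM Z-Phe-Ala-diazomethylketone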
PP1 inh = PP1-alpha phosphatase inhibitors, primary screen, counter-screen for PP5 inhibitor project, biochemical, fluorescence, OMFP substrate, single point | 0.9% of 320,000 active | inhibition, % at 6.7 µM | purified PP1alpha | AID 2235, 2010;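 active means inhibition above the mean inhibition of all tested compounds plus 3 SD, computed separately for each screening campaign, cut at about 15% in these data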
Target sequence (P62136 whole entry, looked up): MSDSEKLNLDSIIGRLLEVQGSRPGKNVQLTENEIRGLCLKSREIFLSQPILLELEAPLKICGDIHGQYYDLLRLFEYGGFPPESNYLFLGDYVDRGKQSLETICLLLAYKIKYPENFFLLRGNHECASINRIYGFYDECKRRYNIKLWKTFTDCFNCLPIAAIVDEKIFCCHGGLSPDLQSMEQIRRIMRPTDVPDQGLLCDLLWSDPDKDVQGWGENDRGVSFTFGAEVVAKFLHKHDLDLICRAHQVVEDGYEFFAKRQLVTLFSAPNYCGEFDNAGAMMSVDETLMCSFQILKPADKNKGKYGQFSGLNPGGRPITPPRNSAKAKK
HCV core dimer = inhibitors of HCV core protein dimerization, primary screen, biochemical, TR-FRET, high-throughput. TR-FRET GST/Flag-core106 dimerization, 1536-well. inhibition, % at 5 µM. 0.33% of 300,000 active;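 active means inhibition above the mean of all tested compounds plus 3 SD, set per screening campaign, cut at about 45% in these data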
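System: GST/Flag-tagged HCV core106 proteins. Incubation: compound-protein-antibody incubation 4 h at 22.5 °C. Technique: HTRF with 340 nm excitation, 617/671 nm emission. Medium: KF-containing HEPES buffer, pH 7.45, DTT, CHAPS, BSA. Read-out: inhibition (%) from 671 over 617 nm ratio. Also added: Eu(K)-anti-GST 90 ng/mL plus XL665-anti-Flag 1 µg/mL.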
procasp7 counter = procaspase-7 activators, primary screen, counter-screen for procaspase-3 activator project, biochemical, absorbance, HTS, human; 0.093% of 330,000 active; AID 463210, 2010; activation, % at 8.5 µM; Caspase-7 (Homo sapiens), P55210; recombinant procaspase-7, Ac-DEVD-pNA absorbance 405 nm; D23A/D198A/D206A triple mutant, cannot self-cleave; scale: DMSO 0, 5 µM enzyme 100;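 active means percent activation above the screen-wide mean plus 3 SD, cut at about 25% in these data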
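buffer or medium = Zinc-free HEPES/NaCl buffer, pH 7.4 | material = Procaspase-7 triple mutant (PC-7 D3A) | input = 2 µM procaspase-7 mutant as dispensed | signal = Epi-absorbance of released pNA at 405 nm, two timepoints | timing = 1 h preincubation, 2 h reaction | replicates = singlicate compound testing | evaluation = % activation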
PP5 inh = PP5 phosphatase inhibitors, primary screen, biochemical, fluorescence; inhibition, % at 6.7 µM; purified PP5c, OMFP substrate fluorescence; 0.18% of 320,000 active; Serine/threonine-protein phosphatase 5 (Homo sapiens), P53041;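 active means inhibition above the campaign's mean inhibition across all tested compounds plus 3 SD, cut at about 9.5% in these data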;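 further: 0% = DMSO only and 100% = 100 µM cantharidin control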
Target sequence (P53041 whole entry, looked up): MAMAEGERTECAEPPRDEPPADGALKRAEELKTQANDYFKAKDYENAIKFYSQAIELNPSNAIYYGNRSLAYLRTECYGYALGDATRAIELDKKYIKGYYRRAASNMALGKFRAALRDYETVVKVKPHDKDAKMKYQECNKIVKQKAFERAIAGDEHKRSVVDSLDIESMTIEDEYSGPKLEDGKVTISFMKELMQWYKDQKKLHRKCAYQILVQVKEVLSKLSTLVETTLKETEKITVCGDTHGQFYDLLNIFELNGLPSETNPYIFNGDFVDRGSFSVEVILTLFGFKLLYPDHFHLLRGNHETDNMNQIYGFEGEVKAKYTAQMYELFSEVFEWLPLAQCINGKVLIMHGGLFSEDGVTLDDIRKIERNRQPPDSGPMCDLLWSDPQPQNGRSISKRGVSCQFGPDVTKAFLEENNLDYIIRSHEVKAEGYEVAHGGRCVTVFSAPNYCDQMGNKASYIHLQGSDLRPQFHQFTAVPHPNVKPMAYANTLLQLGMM
* = called active by the depositor; · = not tested or not shown. Outcome played no part in choosing rows (roughly 2.9% active in at least one column).

SMILES	proCasp3 act	GASC-1 inh	Efflux pump inh	TPT1 inh	CTSL1 counter	PP1 inh	HCV core dimer	procasp7 counter	PP5 inh
CN(CC(=O)Nc1cccc(F)c1)C(=O)CCNC(=O)c1ccco1	2	2	0.1	0	-5	-2	-2	0	-0.9
CN1CCC(NC(=O)CCc2ccccc2)CC1	4	4	0.0	2	-3	-1	0	8	-0.2
CCOC(=O)C1CCN(S(=O)(=O)c2ccc(OC)c(OC)c2)CC1	4	2	0.1	-1	0	-2	-3	1	0.9
CCOC(=O)C1CCN(C(=O)c2cc3cc4cc(OC)ccc4nc3o2)CC1	-9	-10	0.1	-3	2	2	-2	12	6.1
CCCCC(=O)Nc1ccc(NC(=O)CCCC)nc1	2	-5	0.0	0	4	0	2	7	-4.2
Cc1cc(OCn2ccc(C(=O)O)n2)ccc1Cl	-6	5	-0.1	0	-4	1	4	0	2.6
CCSc1nc2c(c(=O)[nH]1)C(c1cccnc1)C(C(=O)OC)=C(C)N2 (stereo unspecified)	-3	-8	0.3	0	-10	-7	6	15	1.5
COc1ccc(CCNC(=O)C(=O)NCC2OCCN2C(=O)c2ccc(Cl)cc2)cc1 (stereo unspecified)	5	-11	-0.1	-4	-1	0	-7	-1	4.4
CC1(C)OC(=O)C(=C2CCCN2)C(=O)O1	-8	-7	0.0	0	-2	15	3	4	3.1
CCOc1ccc(N(C)S(=O)(=O)c2c[nH]c(C(=O)OC)c2)cc1	0	14	-0.2	-2	4	1	-1	8	2.6
COCC(C)NC(=O)c1cc(-c2cccc(OC)c2)on1 (stereo unspecified)	4	-4	-0.2	5	3	1	1	10	5.0
Cc1ccc(CSCC(=O)N2CCN(Cc3ccc4c(c3)OCO4)CC2)cc1	4	0	0.4	-1	-4	9	7	3	0.5
O=C(CSc1nc2c([nH]c3ccccc32)c(=O)n1-c1ccccc1F)NCC1CCCO1 (stereo unspecified)	-8	5	0.8	0	6	1	-12	0	0.9
O=C(O)CCc1ccc(-c2ccc(F)cc2)n1NC(=O)c1ccco1	-11	9	-0.1	-6	-3	-1	-11	-1	1.2
CSc1nnc(-c2sccc2OCc2ccccc2)n1C	0	-3	0.0	-3	-3	0	-4	17	0.5
Cc1c(C(N)=O)sc2ncn(CC(=O)N(C)C3CCCCC3)c(=O)c12	0	-5	0.2	-4	1	9	6	4	0.3
CC(=O)Nc1cccc(NC(=O)CSc2nc3c(c(=O)n(C)c(=O)n3C)n2C)c1	0	2	0.3	0	-3	-2	-12	-4	1.8
COc1ccc(C(c2sc3ncnn3c2O)N2CCN(c3ccccc3F)CC2)cc1OC (stereo unspecified)	-5	18	-0.1	0	6	-3	-4	3	1.2
O=C(/C=C\Nc1ccc(S(=O)(=O)Nc2ncccn2)cc1)c1cccc2ccccc12	3	3	0.1	0	6	-3	10	0	3.0
C/C(=N\O)C(=O)NCc1ccncc1	-2	5	0.0	-5	2	-2	-2	10	-0.1
CN(CC(=O)Nc1cccc(F)c1)C(=O)c1ccc2c(=O)n3c(nc2c1)CCC3	-2	4	-0.2	1	0	-5	-4	2	-2.6
CC1CCN(C(=O)C(C)c2ccc([N+](=O)[O-])cc2)CC1 (stereo unspecified)	-1	7	0.1	-1	2	-2	1	9	1.6
Cc1ccc(-n2c(SCC(=O)NCCN3C(=O)CSC3=O)nnc2-c2ccccc2F)cc1	-2	0	-0.2	-3	0	0	7	-1	1.7
COc1ccc(/C=C2\CCc3ccccc3C2=O)cc1OC	2	-15	0.1	-2	-2	-3	0	5	1.3
O=C(COc1ccccc1)N1CCCC1	-11	48	0.1	-3	-8	9	0	-9	-2.5
CCOC(=O)c1[nH]c(C)c(/C=N/O)c1C	15	-1	0.0	-7	0	4	-7	-1	1.0
CCC1CCCCN1Cc1c(O)ccc2c(=O)c(-c3ccccc3OC)coc12 (stereo unspecified)	-12	-5	0.2	-1	3	2	10	-2	2.9
CCCCCn1c(N2CCC(Cc3ccccc3)CC2)nc2c1c(=O)[nH]c(=O)n2C	5	0	0.0	-3	1	16*	16	-6	7.3
COc1cccc(NC(=O)COC(=O)c2ccccc2SCC(=O)N2CCCC2)c1	-2	-1	0.0	-1	-18	-1	2	-1	-1.7
C/C(=C\c1cccc(Cl)c1Cl)C(=O)c1c(C)cc(C)[nH]c1=O	4	6	-0.1	-2	6	0	-2	9	2.5

Taken from above.
PP1 inh, CCOC(=O)c1[nH]c(C)c(/C=N/O)c1C → 4
TPT1 inh, CC1CCN(C(=O)C(C)c2ccc([N+](=O)[O-])cc2)CC1 (stereo unspecified) → -1
HCV core dimer, CN(CC(=O)Nc1cccc(F)c1)C(=O)c1ccc2c(=O)n3c(nc2c1)CCC3 → -4
GASC-1 inh, Cc1ccc(-n2c(SCC(=O)NCCN3C(=O)CSC3=O)nnc2-c2ccccc2F)cc1 → 0

Entries of single compounds from above. Values in the order: proCasp3 act	GASC-1 inh	Efflux pump inh	TPT1 inh	CTSL1 counter	PP1 inh	HCV core dimer	procasp7 counter	PP5 inh
Entry for O=C(/C=C\Nc1ccc(S(=O)(=O)Nc2ncccn2)cc1)c1cccc2ccccc12 = 3	3	0.1	0	6	-3	10	0	3.0
Entry for COc1cccc(NC(=O)COC(=O)c2ccccc2SCC(=O)N2CCCC2)c1 = -2	-1	0.0	-1	-18	-1	2	-1	-1.7

The list goes on:
SMILES	proCasp3 act	GASC-1 inh	Efflux pump inh	TPT1 inh	CTSL1 counter	PP1 inh	HCV core dimer	procasp7 counter	PP5 inh
Cc1ccc(S(=O)(=O)N2CCc3ccccc3C2CN2C(=O)c3ccccc3C2=O)cc1 (stereo unspecified)	2	-2	0.0	3	6	0	11	8	0.9
Cc1ccccc1-n1c(N)c(C(=O)Nc2ccc(F)cc2)sc1=S	-3	7	-0.1	-3	2	-3	-1	-10	1.2
O=C(c1cn(CC2CCCCC2)nn1)N1CCN(c2ccc(F)cc2)CC1	9	1	0.1	1	1	1	5	5	2.6
COC(=O)c1sc(S(=O)(=O)N2CCN(CCO)CC2)c(C(=O)OC)c1C	-2	-1	-0.2	2	-4	4	-5	-1	0.6
O=C(Nc1cccc(S(=O)(=O)N2CCCCC2)c1)C1CCN(C(=O)c2ccc(Cl)cc2)CC1	8	2	-0.1	·	·	0	·	8	0.6
C[C@@H]1COC(=O)[C@H](Cc2ccc(F)cc2)CC/C=C/C[C@@H](CC(=O)N[C@H](CO)Cc2ccccc2)C(=O)N1	1	-5	0.0	·	·	·	·	5	·
O=C(c1ccco1)N1C(=O)c2cccc3c(S(=O)(=O)N4CCCC4)ccc1c23	-4	-24	0.1	0	2	1	0	-8	2.5
CC1CN(C(=O)COC(=O)c2cc(Cl)ccc2[N+](=O)[O-])CC(C)O1 (stereo unspecified)	1	-10	0.0	3	1	1	-5	-9	-0.2
COC(=O)C1CC(O)CN1S(=O)(=O)c1ccc2ccccc2c1 (stereo unspecified)	10	0	0.1	·	·	-2	·	0	-0.2
Cc1nn(CC(=O)NCC(C)c2ccccc2)c(=O)c2cc3occc3n12 (stereo unspecified)	2	4	0.1	1	-2	-5	6	8	1.6
COc1cc(OC)c2c(-c3ccccc3)cc(=O)oc2c1C(CC(=O)N1CCN(c2ccccc2)CC1)c1ccc(N(C)C)cc1 (stereo unspecified)	6	-5	·	5	2	10	26	2	2.3
O=C(CSc1n[nH]c(-c2cccnc2)n1)Nc1ccc(Cl)cc1	-1	-11	0.0	1	2	-1	-7	-3	2.4
CC(Oc1ccc([N+](=O)[O-])cc1Cl)C(=O)Nc1ccc(C(N)=O)cc1 (stereo unspecified)	-1	11	2.3*	2	6	-9	5	-11	-5.4
COC(=O)c1sc(NC(=S)NC(=O)c2cccc(Br)c2)nc1C	-5	12	-0.1	3	-2	-5	3	12	0.6
CC(C)N(C(=O)COC(=O)c1ccc([N+](=O)[O-])cc1)c1ccccc1	8	1	0.1	0	0	-3	-3	4	-1.1
O=C(CSc1nc2ccccc2s1)NCCOc1ccc(Cl)cc1	0	3	0.2	0	-3	-1	5	-4	4.8
O=C1CSC(c2ccccc2[N+](=O)[O-])N1c1ccccc1 (stereo unspecified)	-3	-23	0.0	-1	4	0	3	2	-0.9
CCc1cc(OCCN(C)C)ccc1Cl	3	5	0.0	-2	-1	-1	-1	-4	1.0
Cc1cc(CNC(=O)COc2ccccc2F)c2ccccc2n1	4	-5	-0.4	0	2	0	-3	-2	-1.3
COC(=O)c1c(NC(=O)C(=O)N2CCCC2)sc2c1CC(C)(C)OC2	-5	30	0.2	0	0	-5	-7	-1	-1.1
COc1ccc(CCNC(=O)C2CCCN(S(=O)(=O)c3ccc(F)cc3)C2)cc1OC (stereo unspecified)	1	-4	0.0	0	3	-8	6	1	1.3
Cc1[nH]n(-c2ccc([N+](=O)[O-])cc2)c(=O)c1C=NCCN1CCN(C(=O)c2ccc(F)cc2)CC1	7	0	-0.1	-3	4	0	-1	6	-0.5
CCn1c(/C=C/c2c[nH]c3ccccc23)nc2ccccc2c1=O	7	0	0.2	5	0	2	0	-4	2.4
O=C(O/N=C(\c1ccccc1)c1ccncc1)c1ccccc1Cl	-5	2	-0.1	-2	9	10	0	4	-1.2
O=C(/C=C/c1ccccc1[N+](=O)[O-])Nc1ccccc1	7	-5	-0.1	0	5	-1	5	10	0.4
COCCNC(=O)c1onc(CSc2ccc(Cl)cc2)c1C(=O)O	3	16	·	0	-5	0	-4	-4	-1.1
CN(CC(=O)NC(=O)NCc1ccccc1)CC(=O)Nc1ccc(Cl)c(C(F)(F)F)c1	1	17	0.1	-1	2	1	-1	1	5.2
O=C(c1cc(-c2ccc(O)cc2)on1)N1CCOCC1	-5	-3	-0.2	-4	3	3	-9	0	0.9
COc1ccccc1NC(=O)c1nnn(Cc2ccccc2)c1NC(C)=O	-3	-2	0.0	-4	4	-1	2	6	0.8
Cc1sc2nc(C)n(/N=C/c3ccc(O)cc3)c(=O)c2c1C	1	-8	0.1	-2	2	-4	-4	10	-1.8
COc1cccc(CNC(=O)c2ccc(Cl)c(NC3=NC4CS(=O)(=O)CC4S3)c2)c1 (stereo unspecified)	8	17	-0.2	-3	-1	-4	7	6	-1.0
O=C(CC1CCCCC1)NCCCN1CCOCC1	1	5	-0.1	2	5	0	-1	7	-0.9

Source: PubChem
